Bioassay records deposited in PubChem BioAssay by several laboratories.
NFkB transloc pot: enhances IL-1B driven NFkB nuclear translocation; HUVEC IL-1B NFkB p65 nuclear translocation imaging; activation, % at 2 µM; 0.3% of 94,000 active;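 active means activation above 40%, about the mean plus 3 SD, also judged a hit on visual image review; inconclusive means activation above 40% but not a hit on visual review; inactive means activation not above 40% and no visual hit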;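 further: percent activation is computed from the nuclear over cytoplasmic p65 intensity ratio; values of inactives mirror those of a sister screen read the other way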
NFkB transloc inh: blocks IL-1B driven NFkB nuclear translocation in HUVEC cells | 0.43% of 94,000 active | inhibition, % at 2 µM | HUVEC IL-1B NFkB p65 nuclear translocation imaging;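 active means inhibition above about 30% together with a positive call from visual inspection of the well image, limit read from the data; inconclusive means inhibition above a set limit but visual check negative; inactive means inhibition not above a set limit, visual check negative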;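 further: nuclear over cytoplasmic p65 intensity ratio measured by imaging; 0% = IL-1B stimulated DMSO wells and 100% = unstimulated DMSO wells; values of inactives mirror those of a sister screen read the other way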
Bcl-B displacement: displacers of TR3 peptide from Bcl-B, primary screen, selectivity assay for Bfl-1 inhibitor project, biochemical, fluorescence polarization; FP displacement of FITC-TR3 peptide from Bcl-B; higher % means a stronger effect; displacement, % at 20 µM; hits with a dose series show IC50 in µM; 0.11% of 96,000 active; AID 748;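 active means displacement above 50% at 20 µM plus a fluorescence interference ratio under 1.5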;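 further: plate controls were wells without compound for no effect and wells lacking Bcl-B protein for full effect; a part of the inactive calls stands beside numbers as strong as those of hits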
MRP reversal: MRP-mediated drug resistance reversal; H69AR cells + 2 uM doxorubicin, CellTiter-Glo, 72 h; differential viability (reversal), % at 10 µM; 0.04% of 85,000 active; AID 602;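 active means viability drop by adding the cancer drug above about 55%, with treated viability meeting a 40% cutoff, limit read from the data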;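 further: viability without doxorubicin minus viability with 2 µM doxorubicin for each compound; larger differential means the compound sensitizes cells more to doxorubicin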
PLAP inhibition: PLAP enzyme inhibitors, biochemical, luminescence, HTS (AID 690). purified PLAP, luminescent substrate; higher % means a stronger effect. inhibition, % at 20 µM, or IC50 in µM where a hit was titrated. 0.08% of 96,000 active; in the data active means a potency from the dose series; inactive means the rest, 99 in 100 with inhibition below about 30%; further: strong numbers were not always called active
MRP reversal cytotoxicity: further read-out of MRP reversal, marked with its call; viability, %; H69AR cells, CellTiter-Glo, 72 h; measured here: cytotoxicity without doxorubicin
MRP reversal with doxorubicin: recorded beside MRP reversal, whose call it bears; viability, %; measured here: viability with 2 uM doxorubicin; hits give low values
NFkB transloc inh cell count 2 µM: second read-out of NFkB transloc inh, no call of its own (marks repeat the call); cell count; measured here: cells passing quality filter;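 raw number of nuclei counted in each imaged well without normalization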
NFkB transloc pot cell count 2 µM: second read-out of NFkB transloc pot, no call of its own (marks repeat the call); cell count; measured here: cells passing quality filter
* = called active by the depositor.

CCOC(=O)Cn1c(-c2ccccn2)nc2ccccc21 was read as NFkB transloc pot -12, NFkB transloc inh 12, Bcl-B displacement 1%, MRP reversal -10, PLAP inhibition -24%, MRP reversal cytotoxicity 74, MRP reversal with doxorubicin 84, NFkB transloc inh cell count 2 µM 123 and NFkB transloc pot cell count 2 µM 123.
Screening O=S(=O)(c1ccc(Cl)nc1)N1CCN(Cc2ccc3c(c2)OCO3)CC1 returned NFkB transloc pot 1, NFkB transloc inh -1, Bcl-B displacement -2%, MRP reversal 21, PLAP inhibition -65%, MRP reversal cytotoxicity 93, MRP reversal with doxorubicin 72, NFkB transloc inh cell count 2 µM 144 and NFkB transloc pot cell count 2 µM 144.
For O=C(ON=C1CCN(S(=O)(=O)c2ccccc2)CC1)c1cccc(Cl)c1 the results were NFkB transloc pot 4, NFkB transloc inh -4, NFkB transloc inh cell count 2 µM 153 and NFkB transloc pot cell count 2 µM 153.
Screening CCOC(=O)c1sc(N)c(C#N)c1CSc1nnc(C2CC2)n1N returned NFkB transloc pot inconclusive, NFkB transloc inh -49, Bcl-B displacement -35%, PLAP inhibition -3% and NFkB transloc inh cell count 2 µM 154.
`Cc1ccc(S(=O)(=O)N(CC(=O)N2CCC(C(N)=O)CC2)Cc2ccc(F)cc2)cc1` gave NFkB transloc pot -4, NFkB transloc inh 4, Bcl-B displacement -10%, MRP reversal -2, PLAP inhibition -39%, MRP reversal cytotoxicity 81, MRP reversal with doxorubicin 83, NFkB transloc inh cell count 2 µM 103 and NFkB transloc pot cell count 2 µM 103.
Screening CCn1c(SCC(=O)Nc2ccc(C(C)=O)cc2)nc2ccccc21 returned NFkB transloc pot -12, NFkB transloc inh 12, Bcl-B displacement 0%, MRP reversal -20, PLAP inhibition -14%, MRP reversal cytotoxicity 63, MRP reversal with doxorubicin 83, NFkB transloc inh cell count 2 µM 147 and NFkB transloc pot cell count 2 µM 147.
Cn1cnnc1SCC(=O)Nc1ccccc1C(=O)NC1CCCC1 was read as NFkB transloc pot -13, NFkB transloc inh 13, Bcl-B displacement -8%, MRP reversal -8, PLAP inhibition 20%, MRP reversal cytotoxicity 87, MRP reversal with doxorubicin 95, NFkB transloc inh cell count 2 µM 192 and NFkB transloc pot cell count 2 µM 192.
For COc1ccc(NC(=O)c2ccc(CNc3c(NC4CCCCC4)c(=O)c3=O)cc2)cc1OC the results were NFkB transloc pot 10, NFkB transloc inh -10, Bcl-B displacement -22%, MRP reversal 0, PLAP inhibition -50%, MRP reversal cytotoxicity 86, MRP reversal with doxorubicin 85, NFkB transloc inh cell count 2 µM 182 and NFkB transloc pot cell count 2 µM 182.
`CCOc1ccc(-c2noc(COC)n2)cc1OC` gave NFkB transloc pot -11, NFkB transloc inh 11, Bcl-B displacement -8%, MRP reversal 16, PLAP inhibition 16%, MRP reversal cytotoxicity 94, MRP reversal with doxorubicin 78, NFkB transloc inh cell count 2 µM 158 and NFkB transloc pot cell count 2 µM 158.
Screening O=C1CC(c2cc(Br)ccc2F)c2cc3c(cc2N1)CCC3 (configuration not stated) returned NFkB transloc pot -9, NFkB transloc inh 6, Bcl-B displacement 0%, PLAP inhibition -1%, NFkB transloc inh cell count 2 µM 108 and NFkB transloc pot cell count 2 µM 103.
For O=C(OCC1CC(c2ccccn2)=NO1)c1ccc(Br)cc1 (configuration not stated) the results were Bcl-B displacement 11%, MRP reversal 13, PLAP inhibition -33%, MRP reversal cytotoxicity 88 and MRP reversal with doxorubicin 75.
Screening COC(=O)c1ccccc1NC(=O)c1noc2c1CC(C(C)(C)C)CC2 (configuration not stated) returned NFkB transloc pot 15, NFkB transloc inh -15, Bcl-B displacement 0%, MRP reversal 7, PLAP inhibition 13%, MRP reversal cytotoxicity 103, MRP reversal with doxorubicin 96, NFkB transloc inh cell count 2 µM 122 and NFkB transloc pot cell count 2 µM 122.
`c1nc(NCCN2CCOCC2)c2c3c(sc2n1)CCCCC3` gave NFkB transloc pot -14, NFkB transloc inh 14, Bcl-B displacement -4%, MRP reversal -20, PLAP inhibition -10%, MRP reversal cytotoxicity 42, MRP reversal with doxorubicin 62, NFkB transloc inh cell count 2 µM 64 and NFkB transloc pot cell count 2 µM 64.
O=C1CCCc2c1cc(C(=O)NCc1ccco1)c(=O)n2-c1ccccc1 was read as NFkB transloc pot -5, NFkB transloc inh 5, Bcl-B displacement 6%, MRP reversal 27, PLAP inhibition -2%, MRP reversal cytotoxicity 73, MRP reversal with doxorubicin 45, NFkB transloc inh cell count 2 µM 121 and NFkB transloc pot cell count 2 µM 121.
`c1ccc2c(c1)oc1c(Nc3ccc4c(c3)OCO4)ncnc12` gave NFkB transloc pot 12, NFkB transloc inh -12, Bcl-B displacement 29%, PLAP inhibition 0%, NFkB transloc inh cell count 2 µM 99 and NFkB transloc pot cell count 2 µM 99.
Screening C=CCn1c(SCC(N)=O)nnc1-c1cccc(Br)c1 returned NFkB transloc pot -18, NFkB transloc inh 18, Bcl-B displacement 9%, MRP reversal -14, PLAP inhibition 8%, MRP reversal cytotoxicity 94, MRP reversal with doxorubicin 108, NFkB transloc inh cell count 2 µM 196 and NFkB transloc pot cell count 2 µM 196.
Screening O=S(=O)(NCC1CCCO1)c1ccc(Oc2ccccc2)cc1 (configuration not stated) returned NFkB transloc pot 11, NFkB transloc inh -11, Bcl-B displacement -13%, MRP reversal 21, PLAP inhibition -39%, MRP reversal cytotoxicity 85, MRP reversal with doxorubicin 64, NFkB transloc inh cell count 2 µM 132 and NFkB transloc pot cell count 2 µM 132.
For CC(C)Cn1c(-c2ccc(F)cc2)n[nH]c1=S the results were NFkB transloc pot -8, NFkB transloc inh 8, Bcl-B displacement -4%, MRP reversal -6, PLAP inhibition -89%, MRP reversal cytotoxicity 78, MRP reversal with doxorubicin 84, NFkB transloc inh cell count 2 µM 99 and NFkB transloc pot cell count 2 µM 99.
For COc1ccc(Br)cc1CN1CCCC(C(=O)N2CCCCCC2)C1 (configuration not stated) the results were NFkB transloc pot -3, NFkB transloc inh 3, Bcl-B displacement 8%, MRP reversal 11, PLAP inhibition -34%, MRP reversal cytotoxicity 95, MRP reversal with doxorubicin 84, NFkB transloc inh cell count 2 µM 119 and NFkB transloc pot cell count 2 µM 119.
For COc1ccccc1N=c1scc(-c2ccc3c(c2)NC(=O)CO3)n1CC1CCCO1 (configuration not stated) the results were Bcl-B displacement -4%, MRP reversal -2, PLAP inhibition -67%, MRP reversal cytotoxicity 61 and MRP reversal with doxorubicin 63.
`O=C(COc1c(F)c(F)cc(F)c1F)NC(=O)NC1CCCC1` gave NFkB transloc pot 20, NFkB transloc inh -20, Bcl-B displacement 14%, MRP reversal -10, PLAP inhibition 13%, MRP reversal cytotoxicity 90, MRP reversal with doxorubicin 100, NFkB transloc inh cell count 2 µM 204 and NFkB transloc pot cell count 2 µM 204.
Screening O=C(NCc1cccnc1)c1cc2ccccc2oc1=O returned Bcl-B displacement 1%, MRP reversal 12, PLAP inhibition 20%, MRP reversal cytotoxicity 93 and MRP reversal with doxorubicin 81.
COc1ccc(CCNC(=O)c2cc(CC(C)C)on2)cc1OC was read as NFkB transloc pot 17, NFkB transloc inh -17, Bcl-B displacement 8%, MRP reversal 6, PLAP inhibition -24%, MRP reversal cytotoxicity 94, MRP reversal with doxorubicin 88, NFkB transloc inh cell count 2 µM 75 and NFkB transloc pot cell count 2 µM 75.
For Cc1ccc2[nH]cc(C(=O)CN3CCN(c4ccccc4F)CC3)c2c1 the results were NFkB transloc pot 7, NFkB transloc inh -6, Bcl-B displacement -14%, MRP reversal 8, PLAP inhibition 7%, MRP reversal cytotoxicity 90, MRP reversal with doxorubicin 82, NFkB transloc inh cell count 2 µM 141 and NFkB transloc pot cell count 2 µM 141.
`CCc1ccc(NC(=O)N(Cc2ccco2)C(C)c2cccs2)cc1` (configuration not stated) gave NFkB transloc pot 3, NFkB transloc inh -3, Bcl-B displacement -7%, MRP reversal 1, PLAP inhibition 0%, MRP reversal cytotoxicity 84, MRP reversal with doxorubicin 83, NFkB transloc inh cell count 2 µM 137 and NFkB transloc pot cell count 2 µM 137.
For CN(C=O)CP(=O)(O)CCN1CCCC1=O the results were NFkB transloc pot 4, NFkB transloc inh -4, MRP reversal -9, MRP reversal cytotoxicity 94, MRP reversal with doxorubicin 102, NFkB transloc inh cell count 2 µM 119 and NFkB transloc pot cell count 2 µM 119.
`COc1ccc(CCNC(=O)COC(=O)c2ccco2)cc1OC` gave NFkB transloc pot 14, NFkB transloc inh -14, Bcl-B displacement 6%, MRP reversal 2, PLAP inhibition 15%, MRP reversal cytotoxicity 103, MRP reversal with doxorubicin 101, NFkB transloc inh cell count 2 µM 114 and NFkB transloc pot cell count 2 µM 114.
`O=C(N/N=C/c1ccc(Sc2ccccn2)o1)c1cc2ccccc2cc1O` gave NFkB transloc pot 6, NFkB transloc inh -6, Bcl-B displacement -7%, PLAP inhibition -54%, NFkB transloc inh cell count 2 µM 155 and NFkB transloc pot cell count 2 µM 155.
c1cn2cc(CSC3CCCCC3)nc2s1 was read as NFkB transloc pot 4, NFkB transloc inh -4, Bcl-B displacement 0%, MRP reversal 7, PLAP inhibition 0%, MRP reversal cytotoxicity 94, MRP reversal with doxorubicin 87, NFkB transloc inh cell count 2 µM 121 and NFkB transloc pot cell count 2 µM 121.
CCC(c1nnnn1Cc1ccc(F)cc1)N1CCN(C2CCCCC2)CC1 (configuration not stated) was read as NFkB transloc pot 9, NFkB transloc inh -9, Bcl-B displacement -4%, MRP reversal 3, PLAP inhibition -51%, MRP reversal cytotoxicity 88, MRP reversal with doxorubicin 84, NFkB transloc inh cell count 2 µM 127 and NFkB transloc pot cell count 2 µM 127.
Cc1ccc(-c2nc(C#N)c(NCc3ccco3)o2)cc1 was read as Bcl-B displacement -2%, MRP reversal 17, PLAP inhibition 1%, MRP reversal cytotoxicity 102 and MRP reversal with doxorubicin 86.
`CCn1ncc(NC(=O)Nc2cccc(C(F)(F)F)c2)c1C(N)=O` gave NFkB transloc pot -1, NFkB transloc inh 1, Bcl-B displacement -5%, MRP reversal -7, PLAP inhibition 5%, MRP reversal cytotoxicity 93, MRP reversal with doxorubicin 100, NFkB transloc inh cell count 2 µM 139 and NFkB transloc pot cell count 2 µM 139.
Screening O=C1c2ccccc2C(=O)C1c1ccc2ccccc2n1 returned Bcl-B displacement -11%, MRP reversal -9, PLAP inhibition 34%, MRP reversal cytotoxicity 28 and MRP reversal with doxorubicin 37.

Not a retest: entries from further up.
`O=C(COc1c(F)c(F)cc(F)c1F)NC(=O)NC1CCCC1` gave NFkB transloc pot 20, NFkB transloc inh -20, Bcl-B displacement 14%, MRP reversal -10, PLAP inhibition 13%, MRP reversal cytotoxicity 90, MRP reversal with doxorubicin 100, NFkB transloc inh cell count 2 µM 204 and NFkB transloc pot cell count 2 µM 204.
Screening O=C(NCc1cccnc1)c1cc2ccccc2oc1=O returned Bcl-B displacement 1%, MRP reversal 12, PLAP inhibition 20%, MRP reversal cytotoxicity 93 and MRP reversal with doxorubicin 81.
COc1ccc(CCNC(=O)c2cc(CC(C)C)on2)cc1OC was read as NFkB transloc pot 17, NFkB transloc inh -17, Bcl-B displacement 8%, MRP reversal 6, PLAP inhibition -24%, MRP reversal cytotoxicity 94, MRP reversal with doxorubicin 88, NFkB transloc inh cell count 2 µM 75 and NFkB transloc pot cell count 2 µM 75.
For Cc1ccc2[nH]cc(C(=O)CN3CCN(c4ccccc4F)CC3)c2c1 the results were NFkB transloc pot 7, NFkB transloc inh -6, Bcl-B displacement -14%, MRP reversal 8, PLAP inhibition 7%, MRP reversal cytotoxicity 90, MRP reversal with doxorubicin 82, NFkB transloc inh cell count 2 µM 141 and NFkB transloc pot cell count 2 µM 141.
`CCc1ccc(NC(=O)N(Cc2ccco2)C(C)c2cccs2)cc1` (configuration not stated) gave NFkB transloc pot 3, NFkB transloc inh -3, Bcl-B displacement -7%, MRP reversal 1, PLAP inhibition 0%, MRP reversal cytotoxicity 84, MRP reversal with doxorubicin 83, NFkB transloc inh cell count 2 µM 137 and NFkB transloc pot cell count 2 µM 137.

A portion of the library, so the mix of outcomes need not match the whole.
